High-throughput results deposited in PubChem by several laboratories.
Lmaj promast: reduces viability of Leishmania major promastigotes; inhibition, % at 10 µM; resazurin fluorescence viability; 9% of 200,000 active; in the data active = inhibition above about 50%;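 note: promastigotes grown with compound for 44 hours at 28 °C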
FLuc stim CS: firefly luciferase counter-screen for stimulation assays; ATPlite luciferase biochemical, luminescence, 10 min; 0 = ATP-free wells, 1 = DMSO control; activation factor at 10 µM; 200,000 tested, under 10 active; AID 1027;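 active = luciferase activation factor, scaled between plate controls, of at least 2 with compound at 10 µM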
Target sequence (P08659 whole entry, looked up): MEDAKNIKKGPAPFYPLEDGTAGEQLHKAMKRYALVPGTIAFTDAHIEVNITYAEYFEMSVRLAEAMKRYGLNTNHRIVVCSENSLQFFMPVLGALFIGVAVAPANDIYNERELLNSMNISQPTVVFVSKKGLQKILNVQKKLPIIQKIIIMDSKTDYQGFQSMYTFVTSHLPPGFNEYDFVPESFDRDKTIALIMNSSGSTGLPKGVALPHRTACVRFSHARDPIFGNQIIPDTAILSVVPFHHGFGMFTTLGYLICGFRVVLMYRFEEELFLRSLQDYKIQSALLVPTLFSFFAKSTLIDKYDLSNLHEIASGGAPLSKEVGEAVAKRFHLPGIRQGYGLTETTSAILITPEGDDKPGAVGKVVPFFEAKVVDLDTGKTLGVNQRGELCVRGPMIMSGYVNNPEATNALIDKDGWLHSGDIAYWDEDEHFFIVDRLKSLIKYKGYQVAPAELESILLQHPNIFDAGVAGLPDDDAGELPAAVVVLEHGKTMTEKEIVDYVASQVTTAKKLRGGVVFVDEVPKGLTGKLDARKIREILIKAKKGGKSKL
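System: Luciferase/luciferin detection reagent, cell-free biochemical luciferase assay | Medium: PBS buffer for ATP | Dosing: Test compounds dosed from 2 mM stocks in 100% DMSO | Timing: 10 min at ambient temperature | Signal: Luminescence measurement of luciferase light output | Evaluation: Luciferase activation, seen as luminescence increase over controls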
TNAP act hiacc: activators of human TNAP at high phosphate acceptor concentration | purified TNAP, CDP-star luminescence, 1 M DEA, 30 min; hits give high values; 0 = EDTA background, 1 = DMSO-only activity | activation factor at 20 µM | 200,000 tested, under 10 active;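 active = activation factor at least 2 at 20 µM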
Target sequence (P05186 whole entry, looked up): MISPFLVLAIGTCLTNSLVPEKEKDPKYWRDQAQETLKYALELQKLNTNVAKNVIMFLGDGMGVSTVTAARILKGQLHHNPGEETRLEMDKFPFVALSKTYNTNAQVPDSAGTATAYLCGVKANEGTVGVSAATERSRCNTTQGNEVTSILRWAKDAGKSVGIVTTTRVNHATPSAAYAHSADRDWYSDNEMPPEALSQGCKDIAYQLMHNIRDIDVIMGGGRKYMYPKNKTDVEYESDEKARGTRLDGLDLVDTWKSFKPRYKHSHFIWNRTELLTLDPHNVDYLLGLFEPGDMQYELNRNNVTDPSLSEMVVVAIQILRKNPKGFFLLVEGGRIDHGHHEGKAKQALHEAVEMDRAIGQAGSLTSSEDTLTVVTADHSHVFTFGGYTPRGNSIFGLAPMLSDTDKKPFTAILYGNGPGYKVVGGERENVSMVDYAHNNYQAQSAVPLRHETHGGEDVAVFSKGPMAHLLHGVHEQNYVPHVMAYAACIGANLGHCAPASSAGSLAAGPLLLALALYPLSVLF
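Test system – human TNAP · Doses – 20 µM single point · Incubation – 30 min, room temperature · Signal – luminescent substrate turnover signal · Read-out basis – activation factor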
RAM inhibit: yeast RAM network inhibition; S. cerevisiae dse1pr::URA3 reporter, 5-FOA growth OD615, 2 d; analog-sensitive cbk1-as2 kinase mutant strain; inhibition, % at 50 µM; 1.8% of 190,000 active;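 active = inhibition above a set limit, 3 SD over mean compound inhibition, cut at about 8.4% in these data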;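 note: 0% = DMSO-only wells with no growth and 100% = 10 µM 1-NA-PP1 full growth; inhibition rescues growth on 5-FOA so higher OD means more RAM inhibition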
TNAP inh hi DEA: inhibitors of human TNAP at high phosphate acceptor concentration | P05186 | purified TNAP, CDP-star luminescence, 1 M DEA | inhibition, % at 20 µM | 0.03% of 200,000 active;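 active = over 50% inhibition of tissue-nonspecific alkaline phosphatase at 20 µM in the single-dose screen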;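 note: plate controls were DMSO wells for no effect and EDTA-quenched wells as full inhibition for full effect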
FLuc inh counter: counter-screen for luciferase assay inhibitors: firefly luciferase inhibition; ATPLite firefly luciferase biochemical luminescence, 10 min; inhibition, % at 10 µM; 1.5% of 200,000 active; AID 1006;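 active = inhibition above about 50% when tested at 10 µM, limit read from the data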
bIAP inhibitor: intestinal alkaline phosphatase (bovine) inhibition; inhibition, % at 20 µM; purified bovine IAP, CDP-star luminescence, 30 min; 190,000 tested, under 10 active; AID 1019;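 active = over 50% inhibition of intestinal alkaline phosphatase at 20 µM in the single-dose screen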
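Assay system: bovine IAP enzyme; medium: DEA buffer 100 mM, pH 9.8, with MgCl2 1.0 mM, ZnCl2 0.02 mM; doses: 20 µM single dose; incubation: enzyme reaction for 30 min at room temperature; detection: CDP-star luminescence signal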
APP 5UTR inh: APP translation inhibition; SH-SY5Y APP 5'UTR-luciferase reporter, luminescence; AID 1285; inhibition, % at 2 µM; 0.82% of 190,000 active;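 active = inhibition above a set limit, derived from the sample mean plus 3 SD, cut at about 45% in these data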; note: values of inactives mirror those of a sister screen read the other way
bIAP act: intestinal alkaline phosphatase (bovine) activation | activation factor at 20 µM | 0.17% of 200,000 active | purified bovine IAP, CDP-star luminescence, 30 min; hits give high values; fold of DMSO-control signal, blank-subtracted;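 active = activation factor of 2 or more at 20 µM, a signal rise over negative controls twice the positive control's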
TNAP inh noacc: TNAP (human) inhibition, acceptor-free conditions | P05186 | purified TNAP, CDP-star luminescence, 30 min | inhibition, % at 20 µM | 0.26% of 200,000 active;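 active = tissue-nonspecific alkaline phosphatase inhibition above about 50% at 20 µM in the single-dose screen, limit read from the data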;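 note: 0% = DMSO negative control and 100% = EDTA positive control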
* = called active by the depositor; . = not tested or not shown.

SMILES	Lmaj promast	FLuc stim CS	TNAP act hiacc	RAM inhibit	TNAP inh hi DEA	FLuc inh counter	bIAP inhibitor	APP 5UTR inh	bIAP act	TNAP inh noacc
CCOc1ccc(S(=O)(=O)NN)cc1	-6	1	1	-0.2	0	-4	-99	-3	2*	-5
CCn1cc(CNC(=O)/C=C/c2ccc([N+](=O)[O-])cc2)cn1	-1	1	1	0.9	1	-4	7	5	0.9	-4
O=C(NCc1ccc2c(c1)OCO2)C1CCCN(S(=O)(=O)c2cccc3cccnc23)C1 (stereo not given)	-3	1.1	1	0.6	-1	-7	3	6	1	-6
Nc1nc2ccc(S(=O)(=O)N3CCCCC3)cc2s1	14	1.1	1	3.9	-2	-7	27	-7	0.7	7
COc1ccc(S(=O)(=O)Cc2ccc(C(=O)N3CCN(c4cccc(C)c4C)CC3)o2)cc1	-4	1	1	0.5	-3	-2	2	-14	1	-7
Cc1nc2ccc(NC(=S)N3CCN(c4ccccn4)CC3)cc2nc1C	9	1.1	1	0.8	-2	-8	8	-11	0.9	-4
CCOC(=O)Nc1ccc2c(CN3C(=O)NC4(CCCC4)C3=O)cc(=O)oc2c1	7	1.1	1	0.9	-2	-5	2	-7	1	-6
CCC(C)[C@H](NC(=O)Nc1ccc(S(N)(=O)=O)cc1)C(=O)O (stereo not given in full)	-4	1	1	0.4	2	3	10	6	0.9	-4
Cc1cccc2nc(COc3ccc(Cl)c4cccnc34)cn12	5	0.6	1	1.6	-1	38	-16	-38	1.2	3
COC(=O)c1ccc(C)c(NC(=O)c2nn(C)c(=O)c3ccccc23)c1	-1	1.1	1.1	-0.4	-8	-7	6	-22	0.9	-4
COc1ccc(OCC(=O)Nc2nc3ccccc3[nH]2)cc1	2	0.3	1	0.2	-3	68*	1	-50	1	-21
COc1cc(C(=O)N2CCN(c3ccc([N+](=O)[O-])cc3)CC2)ccc1OCc1c(C)noc1C	-7	1.1	1	4.1	4	-5	6	18	0.9	-1
O=C(Nc1ccc2c(c1)OCO2)NC1(C(F)(F)F)Oc2ccccc2O1	-1	1.1	1	0.8	0	-7	0	-7	1	11
Cc1ccc(N/C(C(Cl)=C(Cl)Cl)=C(/Cl)[N+](=O)[O-])c(C)c1	3	1	1	9.4*	1	-3	7	-7	0.9	-8
CC(C)c1nc2ccccc2n1CC(O)COC1CCCCC1 (stereo not given)	0	1	1	0.1	-4	-3	-6	-3	1.1	-9

Overlap with the part before: three compounds; new compounds follow.
SMILES	Lmaj promast	FLuc stim CS	TNAP act hiacc	RAM inhibit	TNAP inh hi DEA	FLuc inh counter	bIAP inhibitor	APP 5UTR inh	bIAP act	TNAP inh noacc
O=C(Nc1ccc2c(c1)OCO2)NC1(C(F)(F)F)Oc2ccccc2O1	-1	1.1	1	0.8	0	-7	0	-7	1	11
Cc1ccc(N/C(C(Cl)=C(Cl)Cl)=C(/Cl)[N+](=O)[O-])c(C)c1	3	1	1	9.4*	1	-3	7	-7	0.9	-8
CC(C)c1nc2ccccc2n1CC(O)COC1CCCCC1 (stereo not given)	0	1	1	0.1	-4	-3	-6	-3	1.1	-9
Cc1cc(C)n(CCNC(=O)CCc2nnc(CCc3ccccc3)o2)n1	-4	1	1.1	-0.5	-5	-4	7	-8	0.9	-12
Cc1ccc(S(=O)(=O)N(C)c2ccc(N)cc2)cc1	-4	1	1	-0.7	-4	-4	26	20	0.7	-10
CC(C)(C)NC(=O)Cn1nnc(-c2ccc(S(C)(=O)=O)cc2)n1	-6	1.1	1	-0.3	-2	-7	4	-12	1	-10
O=C(NC1CCCCCC1)C(=O)NC1CCCC1	-6	1	1	2.2	-4	2	3	-54	1	-7
Cc1nc2cnccc2n1C	-2	1.1	1	2.3	-4	-6	6	-25	0.9	-12
CCOC1=NN(c2ccccc2)C(=O)/C1=C\N(C)C	-4	1	1	0.6	-2	0	-2	-12	1	-8
CC(=O)c1c(C)[nH]c(C(=O)NCCc2cccc(C)c2)c1C	4	0.9	1.1	4.1	-6	6	2	-33	1	-9
CC(=O)Nc1cccc(NC(=O)c2cc(-c3cccnc3)nc3ccc(Cl)cc23)c1	-1	1	1.1	9.3*	-5	-4	10	8	0.9	-2
CC(C)NC(=O)c1cccc(Cn2cc(Cl)cn2)c1	-11	1	1.1	0.7	-5	-3	11	3	0.9	-9
Cc1ccc(OCC(=O)c2cc(C)n(C)c2C)c([N+](=O)[O-])n1	53*	0.9	0.9	2.1	9	8	9	-14	0.9	-1
O=C(c1ccc(-c2nnc(Nc3cccc(Cl)c3)c3ccccc23)cc1)N1C[C@H]2C[C@H](C1)c1cccc(=O)n1C2	-7	1.1	1	2.8	-1	-6	-9	-5	1.1	-6
CCCCCC(=O)N1CC2(C)CN(C(=O)CCCCC)CC(C)(C1)C2=O	-5	1.1	1.1	1.4	-7	-7	1	18	1	-11
CCCCCCNS(=O)(=O)c1ccc(Cl)s1	1	1	1.1	-1.5	-6	-5	.	-7	0.3	-12
Cc1ccc(S(=O)(=O)N2CCN(C(=O)c3cc(=O)[nH]c4ccccc34)CC2)c(C)c1	-4	1.1	1	0.0	-1	-5	1	-4	1	4
COCCNC(=O)C(=O)N/N=C/c1cccs1	-7	1	1	0.9	0	0	-8	13	1.1	-4
Cc1noc(C)c1CSc1nc2sc(C)c(C)c2c(=O)n1-c1ccccc1	3	1	1	2.9	-5	-5	10	12	0.9	-10
CC(C(=O)N1c2ccc(F)cc2CCC1C)N1C(=O)c2ccccc2C1=O (stereo not given)	-1	1	1	0.1	-2	4	2	1	1	0
Cc1nnc(NC(=O)CCCN2C(=O)c3ccccc3C2=O)s1	0	1.1	1	2.4	-4	-7	13	9	0.9	-11
CN(C)S(=O)(=O)Nc1ccc(C(=O)O)cc1	-4	1	1	-0.9	-3	-2	-2	1	1	-5
c1ccc(-c2cn3nc(-c4ccccc4)c(-c4ccccc4)nc3n2)cc1	10	1.1	1.1	6.0	-10	-7	-23	-10	1.2	-22
CCOC(=O)c1ccc(S(=O)(=O)NC2CCCCCCC2)n1C	1	1	1	2.8	-1	-2	12	-2	0.9	-12
COc1ccc(C(=O)N2CCC(C(=O)Nc3ccc(OC)c(OC)c3)CC2)cc1	-1	1	1	1.6	-4	-2	-16	2	1.2	-12
CCCOc1ccc(C(=O)OCC(=O)c2c(N)n(C)c(=O)n(C)c2=O)cc1OCC	-2	1	1	3.5	-2	-5	-13	-7	1.1	-8
O=C(Nc1cccc(C(F)(F)F)c1)c1cc2c(s1)-c1ccccc1OC2	-8	1	1	6.7	4	-5	13	9	0.9	-2
COCCNC(=O)/C(C#N)=C/c1nc(N(C)C)n(-c2ccc(F)cc2)c1Cl	10	1	1	0.2	3	-2	0	0	1	5
CCOc1cc(CNCCc2ccc(S(N)(=O)=O)cc2)ccc1OCc1ccccc1	100*	1	1	0.1	1	2	2	1	1	-2
Cc1ccccc1CCN(C(=O)Cn1nnc2ccccc21)C(C(=O)NC(C)(C)C)c1ccsc1 (stereo not given)	-2	1.1	1	4.8	-4	-7	9	0	0.9	-19
COCc1nnc(NS(=O)(=O)c2ccccc2)s1	-4	1	1	1.2	-2	-1	1	-3	1	-7
COc1ccc(CCNC(=O)C2CCC(CNS(=O)(=O)c3ccccc3)CC2)cc1OC (stereo not given)	2	1.1	1	5.0	-3	-6	5	9	1	-419
CCOC(=O)CSc1nnc([C@H](Cc2ccccc2)NC(=O)OC(C)(C)C)o1	-2	1	1.1	0.4	-6	0	3	1	1	-8
CCCCCSc1nc2c(c(=O)[nH]c(=O)n2C)n1C(C)C	-7	1	1	2.4	0	-3	13	-9	0.9	-10
NC(=O)c1cccnc1Nc1ccccc1F	-2	1	1	0.1	5	3	7	7	0.9	2
Cc1cc(C)nc(SCC(=O)c2cc3ccccc3oc2=O)n1	-6	1	1	0.2	-4	-2	-8	-6	1.1	-6
CC(C)C(=O)Nc1cccc(-c2nc3ccccc3o2)c1	1	1	1	2.4	-2	-2	1	10	1	-2
CCNC(=O)CN1C(=O)NC2(CCCCCC2)C1=O	-5	1.1	1.1	-0.2	-7	-11	7	12	0.9	-3
CSc1nc2nccc(-c3ccc4c(c3)OCO4)n2n1	-5	1.1	1	-0.4	-3	-5	2	9	1	-1
COc1ccccc1N(C)S(=O)(=O)c1ccc(C(=O)N(CC(N)=O)C(C)C)cc1	-6	1	1	0.5	-1	-2	-5	-6	1.1	-12
COc1cccc2sc(NNC(=O)C3COc4ccccc4O3)nc12 (stereo not given)	15	1	1	3.6	3	-4	-28	-2	1.3	-1
COc1cc(C)nc(NC(=O)COc2ccc(Cl)cc2C)n1	-4	1	1.1	0.8	-5	1	10	1	0.9	-11
O=C(O)c1c(-c2ccccc2)c(-c2ccccc2)nc2ccccc12	-4	1.1	1	1.2	-3	-5	-1	4	1	1
O=C(O)c1cccc(Cn2cc(Cl)cn2)c1	0	1	1	0.7	-3	0	0	-7	1	-10
COCc1c(C(=O)OCc2nc(N)nc(Nc3ccccc3C)n2)oc2ccccc12	3	1.1	1.1	3.4	-5	-9	36	-8	0.6	-6
CCn1cc(C=C2C(=O)c3ccccc3C2=O)c2ccccc21	-4	1	0.8	5.2	16	4	17	-8	0.8	14
Cc1ccc(C)c(NC(=S)NNC(=O)c2csc3c2CCC(C)C3)c1 (stereo not given)	10	1	1	1.9	-3	-2	6	-6	0.9	-3
CCCSc1nc(C)c(CC(=O)OCC)c(=O)[nH]1	0	1	1.1	-0.1	-9	-5	-4	-1	1	-4
Cc1ccc(CNc2cc(-c3nn4c(C)nnc4s3)ccc2C)s1	-1	1.1	1.1	3.1	-6	-6	6	13	0.9	-10
O=C(CNC(=O)c1cccs1)OCC(=O)c1ccc(Cl)cc1	-10	1	1	1.9	-1	-2	-1	17	1	-3
COc1ccc2[nH]c3c(c2c1)CCn1c-3nc2ccccc2c1=O	2	0.6	1	2.2	0	42	16	-184	0.8	-4
CC(=O)Nc1cc2nn(-c3ccccc3)nc2cc1Cl	-1	0.4	1.1	1.6	-8	56*	6	-53	0.9	-5
CCCc1ccc(C(=O)/C=C/N(C)C)cc1	-5	0.3	1	6.0	-2	74*	4	-92	1	-4
COc1ccc(N2CCCn3c2nc2c3c(=O)n(Cc3ccccc3F)c(=O)n2C)cc1	.	1.1	1	.	-4	-10	-5	.	1.1	-4
COC(=O)c1cc2occc2n1CC(=O)Nc1ccc(OC)c(OC)c1	0	1	1	5.2	-4	-3	5	8	1	-10
CCC(=O)Nc1ccc(C(=O)n2nc(C)cc2C)cc1	-6	1	1	0.2	-4	-3	-1	2	1	-14

Shown as a hit in RAM inhibit (from the list above):
SMILES | TNAP act hiacc | RAM inhibit | TNAP inh hi DEA | bIAP inhibitor | APP 5UTR inh | bIAP act | TNAP inh noacc
Cc1ccc(N/C(C(Cl)=C(Cl)Cl)=C(/Cl)[N+](=O)[O-])c(C)c1 | 1 | 9.4* | 1 | 7 | -7 | 0.9 | -8
CC(=O)Nc1cccc(NC(=O)c2cc(-c3cccnc3)nc3ccc(Cl)cc23)c1 | 1.1 | 9.3* | -5 | 10 | 8 | 0.9 | -2
